TbPYK inhibitor: inhibitors of Trypanosoma brucei pyruvate kinase; TbPYK enzyme, Kinase-Glo Plus ATP luminescence, 45 min; Potency, µM (titrated, usually from 76.8 µM), inactives show at the top dose activity, negative = inhibition, hits mostly inhibitors; actives 0.12% (n = 410,000); AID 624173; also: nearly all actives have a fitted effect of over 50% in size
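Enzyme and substrate buffer are dispensed first and compound is pin-transferred. ADP at 130 uM final then starts the reaction, which runs 45 min at room temperature. Detection reagent is added for 10 min before luminescence is imaged.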
Sm TGR block: blocks Schistosoma mansoni thioredoxin glutathione reductase. AID 485364. Q962Y6. actives 3% (n = 360,000). purified TGR, DTNB reduction, TNB absorbance 405 nm. Potency, µM (doses to about 114 µM), for the others: top-dose activity change, negative = inhibition, usual class: inhibitors; also: nearly all actives have a fitted effect of over 60% in size
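TGR 20 nM + NADPH 100 uM (dispensed conc.), cpd preinc 15 min RT; start with NADPH (500 uM addition) then DTNB (15 mM addition). Kinetic TNB absorbance, 405 nm filter. Four-parameter Hill fit across titration.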
Pf growth 96h: inhibits malaria parasite growth, 96 h | P. falciparum luciferase reporter growth, 96 h | Potency, µM (series often up to 28.7 µM), for the others: at the top dose activity change, negative = inhibition, usual class: inhibitors | actives 6.9% (n = 320,000) | AID 504834
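Compounds incubated with erythrocytes infected by luciferase-expressing P. falciparum (2% hematocrit, 0.05% parasitemia final) for 96 hours, 37 C in 5% CO2. Growth inhibition scored as decreased luciferase luminescence.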
LmPK inhibitor: blocks Leishmania mexicana pyruvate kinase activity; Q27686; purified LmPK, Kinase-Glo ATP luminescence, 1 h; Potency, µM (titrated, usually from 57.5 µM), without a hit: at the top dose activity change, negative = inhibition, actives largely listed as inhibitors; actives 0.37% (n = 290,000); AID 1721
Target sequence (Q27686 whole entry, looked up): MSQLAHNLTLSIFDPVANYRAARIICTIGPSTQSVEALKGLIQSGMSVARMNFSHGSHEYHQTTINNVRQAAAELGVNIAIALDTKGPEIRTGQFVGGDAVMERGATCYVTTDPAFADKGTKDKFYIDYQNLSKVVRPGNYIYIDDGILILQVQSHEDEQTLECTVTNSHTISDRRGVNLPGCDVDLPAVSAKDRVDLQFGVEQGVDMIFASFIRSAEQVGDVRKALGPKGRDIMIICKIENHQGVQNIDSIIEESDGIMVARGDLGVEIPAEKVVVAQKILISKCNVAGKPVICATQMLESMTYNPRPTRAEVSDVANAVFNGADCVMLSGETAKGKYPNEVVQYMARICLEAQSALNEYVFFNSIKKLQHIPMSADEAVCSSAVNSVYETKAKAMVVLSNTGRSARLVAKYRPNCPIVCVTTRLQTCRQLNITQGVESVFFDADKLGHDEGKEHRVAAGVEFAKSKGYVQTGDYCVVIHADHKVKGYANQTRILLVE
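In 50 mM imidazole pH 7.2 with 7 mM MgCl2, LmPK (0.1 nM) turned over PEP (0.5 mM) and ADP (0.1 mM) for 1 h at room temperature. Luciferase read-out of ATP.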
Pf growth 48h: inhibits P. falciparum growth in the first generation, 48 h; actives 5.9% (n = 310,000); Potency, µM (top dose mostly 28.7 µM), inactives show top-dose activity change, negative = inhibition, hits mostly inhibitors; P. falciparum luciferase growth in erythrocytes, 48 h; AID 504832
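Erythrocytes infected with P. falciparum carrying an integrated firefly luciferase reporter (2% hematocrit, 0.1% parasitemia final) were exposed to compounds in RPMI 1640 with 0.5% Albumax at 37 C, 5% CO2. Growth inhibition was scored as reduced luminescence.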
HCV inh: inhibitors of hepatitis C virus infection. Huh7.5.1 HCVcc-Cre infection, luciferase reporter, 44 h. Potency, µM (highest dose often 41.8 µM), for inactives: at the top dose activity change, negative = inhibition, hits mostly inhibitors. actives 3.4% (n = 340,000). AID 651820
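After 44 h co-culture of compound, cells and HCVcc-Cre (~0.5 moi), substrate is added for 15 min at room temperature and luciferase measured over 15 sec. Cells were seeded at 1,000/well and pre-cultured 4 h.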
* marks the source's active call; other numbers are inactive results; ? = inconclusive; nt = no result given; & = joins results of further samples; [ ] = remark or other dose. Calls follow the shape of the dose curve; as a rule, active = well fitted curve in the direction sought with a large enough effect; inconclusive = small, poorly fitted or top-dose-only effect, or another doubt; inactive = no such curve, though single readings can be large; an effect the other way counts as inactive or inconclusive. % is scaled to controls: 0 for no effect and ±100 for the full control effect; potency is read from the fitted curve at half-maximal effect.

[1] Cc1ccc(C)c(N(C(=O)c2csnn2)C(C(=O)NC2CCCCC2)c2cccnc2)c1 (stereo unspecified)
[2] N#C/C(=N/Nc1ccccc1[N+](=O)[O-])C(N)=S
[3] CN(C)/C=C(\C(=O)c1ccc(F)cc1F)c1nnnn1-c1ccccc1
[4] CCOC(=O)N1CCN(C(=O)CCS(=O)(=O)c2ccc3c(c2)CCN3C(=O)CC)CC1
[5] CCOC(=O)COn1c2c(c3c4no[n+]([O-])c4ccc31)CCCC2
[6] Cc1cc(C)nc(SCc2cnc(C)nc2N)n1
[7] COCCCNCC1C(Oc2ccc(Cl)cc2)C(=O)N1c1ccccc1C (stereo unspecified)
[8] COc1ccc(CNC(=O)CN2CCN(c3ccccc3O)CC2)cc1OC
[9] CCOC(=O)c1nnn(-c2nonc2N)c1CN1CCc2ccccc2C1
[10] COc1ccc(-c2cc(C(F)(F)F)nc(SCC(=O)N(C)Cc3cn(C)nc3C)n2)cc1OC
Screen / compound no.	1	2	3	4	5	6	7	8	9	10
Pf growth 48h	0%	16%	-6%	-16%	16%	?	?	-1%	-17%	-3%
HCV inh	3%	3%	3%	-8%	-22%	20%	-20%	3%	-3%	?
Pf growth 96h	0%	5%	-8%	-23%	nt	80%[activator]	?	3%	nt	?
LmPK inhibitor	-7%	1%	-4%	6%	0%	1%	0%	-3%	2%	10%
Sm TGR block	-11%	7%	3%	2%	5%	nt	-10%	-15%	-27%	-3%
TbPYK inhibitor	4%	-10%	2%	7%	-4%	1%	2%	-19%	4%	3%

[11] C/C(CC(=O)NCc1ccco1)=N\NC(=O)COc1ccc(Cl)cc1Cl
[12] Cc1nn(-c2ccccc2)c2c1/C(=N/O)CC(C)(C)C2
[13] O=[N+]([O-])c1ccccc1S(=O)(=O)Nc1ccc(-c2ccc(N3CCCC3)nn2)cc1
[14] COc1ccc(N=C2S/C(=C\c3ccc(OC(C)C(=O)O)c(OC)c3)C(=O)N2CCc2c[nH]c3ccccc23)cc1 (stereo unspecified)
[15] Cc1noc(C)c1S(=O)(=O)Nc1cccc(C(F)(F)F)c1
[16] Cc1[nH]n(C(N)=S)c(=O)c1C(c1ccccc1)C(C#N)C#N (stereo unspecified)
[17] COc1ccc(CCc2nc(C)ccc2O)cc1
[18] O=C(NCCC1CCCCN1S(=O)(=O)c1ccccc1)C(=O)NCc1cccnc1 (stereo unspecified)
[19] O=C(c1ccco1)N(Cc1cccc(Br)c1)C1CCS(=O)(=O)C1 (stereo unspecified)
[20] O=C(Nc1ccc(F)cc1)c1oc2ccccc2c1NC(=O)C1CC1
Screen / compound no.	11	12	13	14	15	16	17	18	19	20
Pf growth 48h	18%	?	3%	?	5%	?	?	0%	-27%	?
HCV inh	4%	-15%	6%	?	18%	3%	2%&-19%	12%	6%	-6%
Pf growth 96h	25%	18%	?	1.7µM*	81%[activator]	-4%	38%[activator]	?	-17%	7%
LmPK inhibitor	5%	5%	nt	0%	1%	0%	-23%&-18%	nt	6%	6%
Sm TGR block	-29%	-31%	-1%	0%	2%	?	-13%&27%	-2%	-1%	-17%
TbPYK inhibitor	3%	5%	-1%	-25%	-9%	-14%	-6%&4%	1%	2%	-1%

[21] CC1CN(S(=O)(=O)c2ccc(NC(=O)CCCN3C(=O)c4ccccc4C3=O)cc2)CC(C)O1 (stereo unspecified)
[22] COc1ccccc1CN(C)C(=O)C1COc2ccccc2O1 (stereo unspecified)
[23] COc1ccc([N+](=O)[O-])cc1NC(=O)C1CCCNC1=O (stereo unspecified)
[24] CCCN(Cc1nc(-c2ccc(Cl)cc2)no1)CC1CCCO1 (stereo unspecified)
[25] CNc1nc(-c2ccccc2)cc(C(F)(F)F)c1C#N
[26] COc1ccc(C)cc1NC(=S)N1CCN(c2ncccn2)CC1
[27] COc1ccc2c(CC(=O)Nc3nnc(C4CC4)s3)coc2c1
[28] CCc1nnc(NC(=O)CSc2nnc(COc3ccccc3C)o2)s1
[29] CCOc1ccc(S(=O)(=O)NCC(=O)NC2CCCCC2)cc1
[30] S=C(Nc1ccccc1Cl)N(CCN1CCCCC1)Cc1ccco1
Screen / compound no.	21	22	23	24	25	26	27	28	29	30
Pf growth 48h	-7%	3%	12%	-14%	?	19%	-14%	3%	-25%	-3%
HCV inh	9%&17%	-12%	22%	-4%	-1%	-3%	-2%	15%	12%	-5%
Pf growth 96h	0%	nt	21%	10%	12%	29%	?	63%[activator]	?	0%
LmPK inhibitor	3%	3%	-6%	6%	2%	0%	0%	-1%	nt	-6%
Sm TGR block	12%	8%	0%	-28%	5%	5%	4%	3%	0%	-9%
TbPYK inhibitor	-24%	-8%	-4%	5%	0%	-3%	2%	-2%	-5%	-7%

[31] Cc1ccc(N2CCN(/N=C/c3cccs3)CC2)cc1
[32] COc1ccc(S(=O)(=O)N2Cc3ccccc3CC2C(=O)Nc2ccc3c(c2)OCO3)cc1 (stereo unspecified)
[33] CCSc1nnc([C@@H](NC(=O)OC(C)(C)C)C(C)C)o1
[34] O=C(Cc1cccc(F)c1)N1CCCC(CO)(Cc2ccc(F)cc2F)C1 (stereo unspecified)
[35] COC(=O)/C(=C\Nc1ccccc1)NC(=O)c1ccc(Cl)cc1Cl
[36] CCN(CC)CCNC(=O)C(=O)NCC1OCCN1C(=O)c1ccc2c(c1)OCO2 (stereo unspecified)
[37] N#Cc1ccccc1Sc1ccccc1C(=O)NCC(c1ccco1)N1CCCC1 (stereo unspecified)
[38] O=C(c1cc(COc2ccc(F)cc2Cl)on1)N1CCN(c2cnccn2)CC1
[39] Cn1cccc1C(=O)C(=O)Nc1ccc(F)c(F)c1
[40] CCC1(C)Cc2ccccc2-c2nc(NCCO)n(-c3ccc(C)cc3)c(=O)c21 (stereo unspecified)
Screen / compound no.	31	32	33	34	35	36	37	38	39	40
Pf growth 48h	18%	?	10%	-2%	-6%	0%	?	4%	326%[activator]	-20%
HCV inh	1%	?	6%	0%	?	1%	-7%	nt	1%	?
Pf growth 96h	10%	?	17%	-4%	nt	11%	?	?	nt	nt
LmPK inhibitor	0%	-1%	-3%	0%	5%	-1%	nt	5%	-9%	-3%
Sm TGR block	-1%	-14%	0%	10%	-22%	-9%	-2%	-17%	-2%	-16%
TbPYK inhibitor	0%	-7%	4%	-1%	-6%	nt	-2%	-7%	9%	4%

Pulled by compound from the list above, 4 records:
[36] CCN(CC)CCNC(=O)C(=O)NCC1OCCN1C(=O)c1ccc2c(c1)OCO2 (stereo unspecified)
[40] CCC1(C)Cc2ccccc2-c2nc(NCCO)n(-c3ccc(C)cc3)c(=O)c21 (stereo unspecified)
[38] O=C(c1cc(COc2ccc(F)cc2Cl)on1)N1CCN(c2cnccn2)CC1
[32] COc1ccc(S(=O)(=O)N2Cc3ccccc3CC2C(=O)Nc2ccc3c(c2)OCO3)cc1 (stereo unspecified)
Screen / compound no.	36	40	38	32
Pf growth 48h	0%	-20%	4%	?
HCV inh	1%	?	nt	?
Pf growth 96h	11%	nt	?	?
LmPK inhibitor	-1%	-3%	5%	-1%
Sm TGR block	-9%	-16%	-17%	-14%
TbPYK inhibitor	nt	4%	-7%	-7%

Following part:
[41] CCCCC[C@H](O)/C=C/[C@@H]1[C@@H](CCCCCCC(=O)O)[C@@H](O)C[C@H]1O
[42] CC(=O)c1cccc(N2C(=NC(=O)C3CC3)SC3CS(=O)(=O)CC32)c1 (stereo unspecified)
[43] COc1ccc(/C=N/NC(=O)Cc2n[nH]c(=O)[nH]c2=O)cc1
[44] CCN(CC)C(=O)Oc1c(Cl)cc(Cl)c2cccnc12
[45] CCOc1ccc(N(C(=O)c2snc(C(N)=O)c2N)C(C(=O)NCC2CCCO2)c2ccco2)cc1 (stereo unspecified)
[46] O=C(Nc1ccc2c(c1)Cc1ccccc1-2)c1ccncc1
[47] Fc1cc(Br)ccc1Nc1nc2ccccc2n2nnnc12
[48] COc1cc(OC)cc(C(=O)NCCSC2CCCCC2)c1
[49] CN1CCN(CCC(=O)Nc2ccc(OCc3ccccc3)cc2)CC1
[50] CCN(CC)c1ccc(C2C(C(=O)OCCOC)=C(C)NC3=C2C(=O)CC(C)(C)C3)cc1 (stereo unspecified)
[51] CN(C)S(=O)(=O)c1cccc(C(=O)Nc2ccc(Cl)cn2)c1
[52] O=C(O)c1ccc(N2CCN(Cc3ccc4c(c3)OCO4)CC2)c([N+](=O)[O-])c1
Screen / compound no.	41	42	43	44	45	46	47	48	49	50	51	52
Pf growth 48h	?	36%[activator]	8%	-7%	-20%	69%[activator]	47%[activator]	0%	?	?	nt	-9%
HCV inh	1%	20%	-12%	-7%	-20%	?	20%	3.2µM*	?	?	-29%	4%
Pf growth 96h	?	0%	36%[activator]	24%	10%	?	45%[activator]	50%[activator]	-20%	nt	?	10%
LmPK inhibitor	3%	3%	1%	-4%	1%	2%	3%	0%	-2%	2%	9%	-1%
Sm TGR block	-2%	1%	-1%	nt	-14%	-2%	7%	3%	0%	-2%	14%[11.4 µM]	7%
TbPYK inhibitor	-2%	-2%	-1%	-5%	-4%	-6%	-5%	23%	6%	-29%	0%	14%

Some entries already given, limited to HCV inh, LmPK inhibitor and Pf growth 96h:
No. | Structure | HCV inh | LmPK inhibitor | Pf growth 96h
52 | O=C(O)c1ccc(N2CCN(Cc3ccc4c(c3)OCO4)CC2)c([N+](=O)[O-])c1 | 4% | -1% | 10%
45 | CCOc1ccc(N(C(=O)c2snc(C(N)=O)c2N)C(C(=O)NCC2CCCO2)c2ccco2)cc1 (stereo unspecified) | -20% | 1% | 10%
43 | COc1ccc(/C=N/NC(=O)Cc2n[nH]c(=O)[nH]c2=O)cc1 | -12% | 1% | 36%[activator]
51 | CN(C)S(=O)(=O)c1cccc(C(=O)Nc2ccc(Cl)cn2)c1 | -29% | 9% | ?
50 | CCN(CC)c1ccc(C2C(C(=O)OCCOC)=C(C)NC3=C2C(=O)CC(C)(C)C3)cc1 (stereo unspecified) | ? | 2% | nt
41 | CCCCC[C@H](O)/C=C/[C@@H]1[C@@H](CCCCCCC(=O)O)[C@@H](O)C[C@H]1O | 1% | 3% | ?

Screening results from PubChem BioAssay.

Hits appear at their usual frequency; about 16% have a hit in one of these screens.
